# Compound activity deposited in PubChem BioAssay by several laboratories.
# NS3 helicase inh: blocks Hepatitis C virus NS3 helicase unwinding. NS3 helicase DNA unwinding, Cy5 molecular beacon fluorescence. inhibition, % at 10.9 µM. 0.56% of 290,000 active. AID 1800;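 active means inhibition above the mean of all tested compounds plus 3 SD, set per campaign, cut at about 35% in these data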;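 further: 0% = DMSO wells and 100% = thioflavine S control wells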
#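 Compound dosing – single dose, 10.9 µM nominal final, DMSO 0.8% final · System – NS3 helicase fragment of HCV · Buffer or medium – MOPS pH 6.5, MgCl2, DTT, Tween20, BSA · Signal – Cy5 beacon fluorescence read at start and 1 h · Also added – annealed dual-labelled DNA beacon duplex, ATP-started · Schedule – 1 h at 25 °C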
# IDE cell activ: activators of human insulin-degrading enzyme in cells; HEK cells, FAbeta-B cleavage, fluorescence polarization; 0% vehicle, 100% cell-free pure enzyme wells; P14735; AID 493087; 0.073% of 340,000 active; activation, % at 5.96 µM;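 active means activation above the mean of all tested compounds plus 3 SD, set per screening campaign, cut at about 17% in these data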
# IDE inh: cellular human IDE inhibition. P14735. HEK cells, FAbetaB cleavage, fluorescence polarization. inhibition, % at 5.59 µM. 0.41% of 320,000 active. AID 434962;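 active means percent inhibition above the average of all tested compounds plus 3 SD, set per screening campaign, cut at about 16% in these data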;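 further: IDE supplied by intact live HEK cells; FP after avidin binding of uncleaved biotin substrate so inhibition keeps polarization high; 0% = DMSO wells and 100% = 60 µM reference IDE inhibitor Ii1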
# CRFBP-R2 block: blocks CRF-induced signaling of the CRF-BP/CRF-R2 complex | HEK293 CRF-R2/CRF-BP, CRF-induced calcium fluorescence | inhibition, % at 11.8 µM | 0.59% of 350,000 active | AID 588475;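 active means inhibition of the ligand-induced calcium signal above about 50% at the single tested concentration, limit read from the data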
# GalR3 antag: human GalR3 antagonism | O60755 | HEK293 GalR3-CNG cAMP membrane potential fluorescence; galR3 body fused to GalR1 C-terminus | inhibition, % at 3 µM | 0.44% of 360,000 active | AID 651719;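 active means inhibition above the screen-wide average plus 3 SD, cut at about 13% in these data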;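 further: forskolin and galanin both at EC90 stimulate the cells; cAMP rise reported by CNG channel membrane potential dye signal; 0% = forskolin plus galanin with DMSO and 100% = forskolin alone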
# UBC9 SUMO inh: blocks human SUMOylation mediated by UBC9; HTRF SUMOylation assay, SAE1/SAE2 + UBC9, in vitro; 0.36% of 290,000 active; inhibition, % at 35 µM; P63279; in the data active means inhibition above about 50%, passing the limit was not always enough; further: strong numbers were not always called active
# pCIP destab: compounds decreasing mouse p/CIP protein stability; Q05BA5; F442A p/CIP-EGFP cells, EGFP fluorescence, 16 h; decrease of EGFP signal, % at 10 µM; 0.01% of 290,000 active;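 active means EGFP signal decrease of at least 30% at 10 µM or well 3 SD below plate mean, unless failing retest; inactive means the rest, including hits failing retest or dose response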; further: some compounds called inactive have numbers as strong as hits; many of its hits are not listed in these tables
# Target sequence (Q05BA5 1-1403): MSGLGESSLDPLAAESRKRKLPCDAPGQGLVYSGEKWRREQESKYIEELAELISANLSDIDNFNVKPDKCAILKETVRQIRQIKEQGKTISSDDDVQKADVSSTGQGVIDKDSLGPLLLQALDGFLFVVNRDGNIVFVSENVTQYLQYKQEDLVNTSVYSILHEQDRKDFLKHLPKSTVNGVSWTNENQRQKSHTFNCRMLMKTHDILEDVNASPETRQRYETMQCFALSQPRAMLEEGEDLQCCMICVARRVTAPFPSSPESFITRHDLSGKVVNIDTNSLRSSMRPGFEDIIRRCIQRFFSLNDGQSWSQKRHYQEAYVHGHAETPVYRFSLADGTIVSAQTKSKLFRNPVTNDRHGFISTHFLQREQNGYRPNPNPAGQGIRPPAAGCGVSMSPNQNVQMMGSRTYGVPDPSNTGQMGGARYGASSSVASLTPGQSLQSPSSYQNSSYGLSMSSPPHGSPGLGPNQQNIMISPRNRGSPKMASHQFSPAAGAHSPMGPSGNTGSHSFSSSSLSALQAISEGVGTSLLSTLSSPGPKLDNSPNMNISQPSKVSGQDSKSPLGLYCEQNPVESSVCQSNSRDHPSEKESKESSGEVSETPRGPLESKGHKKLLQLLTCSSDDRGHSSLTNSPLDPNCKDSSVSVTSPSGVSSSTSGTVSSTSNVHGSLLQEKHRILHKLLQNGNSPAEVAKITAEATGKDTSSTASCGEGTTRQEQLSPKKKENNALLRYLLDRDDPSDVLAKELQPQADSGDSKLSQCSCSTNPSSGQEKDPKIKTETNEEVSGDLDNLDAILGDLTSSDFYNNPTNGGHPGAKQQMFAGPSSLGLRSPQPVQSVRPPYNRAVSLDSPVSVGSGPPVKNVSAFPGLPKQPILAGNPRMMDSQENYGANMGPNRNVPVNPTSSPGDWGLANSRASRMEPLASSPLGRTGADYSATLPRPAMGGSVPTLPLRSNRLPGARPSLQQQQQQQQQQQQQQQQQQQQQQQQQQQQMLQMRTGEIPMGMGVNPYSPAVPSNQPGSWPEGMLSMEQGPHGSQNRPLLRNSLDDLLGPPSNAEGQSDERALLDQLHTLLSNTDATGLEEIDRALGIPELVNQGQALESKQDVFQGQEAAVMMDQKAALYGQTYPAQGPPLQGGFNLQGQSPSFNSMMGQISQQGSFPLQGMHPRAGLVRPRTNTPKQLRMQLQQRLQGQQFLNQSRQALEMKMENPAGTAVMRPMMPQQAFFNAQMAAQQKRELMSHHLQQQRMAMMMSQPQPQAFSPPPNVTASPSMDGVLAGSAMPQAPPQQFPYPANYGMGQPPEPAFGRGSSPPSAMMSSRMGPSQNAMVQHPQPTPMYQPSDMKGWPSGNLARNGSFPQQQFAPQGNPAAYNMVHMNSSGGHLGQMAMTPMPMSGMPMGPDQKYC
# VIM-2 inhibitor: blocks Pseudomonas aeruginosa VIM-2 metallo-beta-lactamase | inhibition, % at 5.6 µM | purified VIM-2, nitrocefin hydrolysis, epi-absorbance fluorescence | 0.89% of 290,000 active;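 active means inhibition above the mean of all tested compounds plus 3 SD, cutoff set per screening run, cut at about 7.5% in these data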;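 further: red hydrolysis product quenches plate fluorescence so inhibitors raise well fluorescence; 0% = enzyme with DMSO and 100% = DMSO without enzyme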
# IMP-1 inhibitor: blocks Pseudomonas aeruginosa IMP-1 metallo-beta-lactamase | purified IMP-1, nitrocefin hydrolysis, epi-absorbance fluorescence | inhibition, % at 5.6 µM | 0.45% of 290,000 active;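 active means inhibition above the mean plus 3 SD of all compounds in the same screening run, cut at about 4.5% in these data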;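 further: 0% = IMP-1 with DMSO and 100% = DMSO wells lacking enzyme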
#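 Assay system: purified recombinant IMP-1 beta-lactamase. Input: IMP-1 0.2 nM before substrate addition. Buffer or medium: Zinc- and detergent-supplemented HEPES buffer, pH 7.1. Schedule: 25 °C, 15 min preincubation, 25 min reaction. Signal: Epi-absorbance fluorescence, 480 nm excitation, 530 nm emission. Evaluation: percent inhibition from optical density relative to buffer-blank wells.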
# * hit, by the source's call; x = not tested or not shown; & = joins results of further samples.
SMILES,NS3 helicase inh,IDE cell activ,IDE inh,CRFBP-R2 block,GalR3 antag,UBC9 SUMO inh,pCIP destab,VIM-2 inhibitor,IMP-1 inhibitor
O=C(NNC(=O)c1ccccc1C(=O)O)c1ccc(S(=O)(=O)N2CCCCC2)cc1,-10,8,x,-3,-6,1,4,-4.6,-2.5
O=C(Nc1ccnn1C1CCN(CC2CC=CCC2)CC1)c1ccccc1Cl (stereo not given),5,8,-4,-15,-2,3,1,-2.2,-3.0
COc1cc(OC)cc(C(=O)NNC(=O)CCNS(=O)(=O)c2ccc(Br)cc2)c1,x,6,1,1,0,x,x,x,x
Cc1ccc(/C=C/C(=O)O)cc1S(=O)(=O)Nc1ccc2c(c1)OCO2,5,1,4,0,-6,12,12,-0.5,-2.4
CCCCCCNS(=O)(=O)c1ccc(Cl)s1,-10,10,4,-2,3,0,-2,-3.3,-2.2
CN(Cc1ccccc1)C(=O)c1nc2ccccn2c1CN1CCCC1c1nccs1 (stereo not given),11,-1,1,25,1,-11,1,-2.5,-3.0
O=c1[nH]c2cc(Cl)c([N+](=O)[O-])nc2[nH]1,1,1,-1,23,24*,16,-5,-2.2,-3.3
O=C(Cc1ccc(-c2ccccc2)cc1)Nc1ccccn1,6,2,-1,10,-10,10,-3,-1.7,34*
C[C@H](CO)N1C[C@H](C)[C@@H](CN(C)S(=O)(=O)c2cn(C)cn2)Oc2ccc(NC(=O)Cn3cnnn3)cc2C1=O,x,3,3,-6,-3,x,x,x,x
CCOc1cccc(CNc2ccc(O)cc2)c1OCc1ccc(Cl)cc1Cl,4,2,-1,-8,-1,72,-7,-1.2,-3.0
Cc1ccc(C(C(=O)NC(C)(C)C)N(C(=O)CCC(=O)Nc2ccccn2)c2ccccc2F)cc1 (stereo not given),-9,-2,6,-8,-8,0,3,-0.7,-1.4
COC(=O)c1cc2c(ccn2-c2ccc(F)cc2)n1C(C)C,0,-1,5,-12,-8,8,4,-1.8,-2.1
Cc1cccc(NCc2nc3ccccc3n2Cc2ccccc2)c1,1,3,5,24,-6,-2,-14,-0.4,1.9
COc1ccccc1N1CCN(Cc2cc3c(cc2[N+](=O)[O-])OCO3)CC1,12,-4,8,9,-8,3,-6,-2.5,-1.6
CC(=O)Nc1ccc(Sc2ncccc2C(=O)Nc2ccc(OC(F)(F)F)cc2)cn1,-6,-4,-1,-59,-6,-4,10,-4.0,-2.7
CC(=O)N1CCC(N(CCN2CCOCC2)C(=S)Nc2cccc(C)c2)CC1,7,0,7,-15,-3,-10,9,-4.7,-2.7
Cc1ccc(NC(=S)c2nc3ccccc3[nH]2)cc1,-6,1,-1,-20,-1,-132,-17,-0.7,-2.4
CC(=O)Nc1ccc(S(=O)(=O)N[C@@H](C)C(=O)OCC(=O)NC2CCCC2)cc1,x,1,0,3,-7,x,x,x,x
CCCN1C(=O)C(=O)c2cc(Cl)ccc21,x,-5,2,7,-7,x,x,x,x
COc1cccc(OCCn2cc(/C=N/NC(=O)c3ccncc3)c3ccccc32)c1,-2,4,2,11,-1,2,-4,-2.9,-2.2
O=CN1CCN(C(C(=O)NC2CCCCC2)c2ccc(Cl)cc2)CC1 (stereo not given),x,-2,2,6,-3,x,x,x,x
CCOC(=O)N1CCN(CCCc2ccccc2)CC1,-10,4,-1,-2,-8,8,9,-0.7,-0.1
O=C(CN1C(=O)c2ccccc2C1=O)OCCOCCN=C1NS(=O)(=O)c2ccccc21,6,0,-4,11,-5,-8,5,-0.4,-0.2
CCOC(=O)CC(N)c1ccc(OC)cc1 (stereo not given),-7,-2,4,-13,14*,6,-3,-3.7,-3.1
Cc1nn(-c2ccc(C(=O)NCC(c3ccco3)N3CCCC3)cc2)c(C)c1Cl (stereo not given),x,1,5,-6,0,x,x,x,x

# Continuation:
SMILES,NS3 helicase inh,IDE cell activ,IDE inh,CRFBP-R2 block,GalR3 antag,UBC9 SUMO inh,pCIP destab,VIM-2 inhibitor,IMP-1 inhibitor
O=C(CNC(=O)C1CCCCC1)NNC(=O)c1ccccc1Br,-2,3,3,4,-3,0,-14,-1.7,-0.5
Cc1ccc(-n2c(C)cc(/C=N/NC(=O)CC3(C)OCCO3)c2C)c(C)c1,-5,3,-2,0,-1,15,-12,-6.5,-0.5
COCCNC(=O)CSc1nc2c(n1-c1ccccc1)CCCC2,-12,1,-2,-8,-1,x,x,-2.5,0.4
COc1cc(CNc2ccc3c(c2)OCCO3)ccc1OCC(N)=O,3,1,0,3,-3,-16,-1,0.2,-0.1
O=c1c2ccccc2c(-c2ccc(F)cc2)nn1-c1ccc(C(F)(F)F)cc1,3,5,-1,-9,6,-14,1,-0.4,-1.7
CCC(C)Sc1cccc(-c2nc3cc(C)ccn3c2NC2CCCCC2)c1 (stereo not given),x,3,4,-4,-2&-10,x,x,x,x
CC(C)(C#N)Nn1cnnc1,1,3,5,8,-6,4,5,-6.2,-4.4
Cc1ccc2[nH]c(C)c(CCNC(=O)c3cc4cc([N+](=O)[O-])ccc4oc3=O)c2c1,-6,-1,1,10,-2,27,1,-2.9,-3.1
Cn1nnnc1SCc1cc(=O)[nH]c2ccccc12,6,1,1,6,-3,16,-6,0.7,-0.9
CCC(C)[C@H]1CNC(=S)N1CCc1cccc2ccccc12 (stereo not given in full),x,-6,2,-7,-2,11,-14,x,x
CC(C)(C)c1ccc(C(=O)NCCC(=O)NNC(=O)COc2ccccc2F)cc1,x,1,-2,-4,-7,x,x,x,x
Cn1cc(/C=C/c2cc[n+](C)cc2)c2cc(Cl)ccc21,-15,-12,38*,-14,-5,15,-306,13*,5.8*
O=C(N/N=C/c1ccc2c(c1)OCO2)c1cc2ccccc2o1,1,3,-1,19,7,42,1,-3.4,-1.6
O=[N+]([O-])c1ccc(N2CCOCC2)cn1,0,1,-3,-7,-2,12,-14,0.8,0.8
CCSc1nsc(NC(=O)Nc2cccc(OC)c2)n1,1,1,1,7,-4,-1,-7,-0.9,-5.9
COc1ccc(C2NCCO2)cc1OC (stereo not given),3,1,-1,-13,6,18,3,-2.8,-2.4
COc1ccc(C2CC(c3ccccc3)=NN2C(=O)c2ccc(Cl)c([N+](=O)[O-])c2)cc1 (stereo not given),-3,10,-3,-2,0,0,-3,-0.1,-1.4
CCCN1CCN(CCCNC(=O)CCN2C(=O)COc3ccccc32)CC1,10,0,1,20,-9,-17,16,-2.1,-2.4
Clc1ccc(-c2nc(NCCCN3CCOCC3)c3ccccc3n2)cc1,-59,x,-10,-15,-7,-2,5,0.7,-2.6
Cc1ccccc1S(=O)(=O)Cc1ccc(C(=O)NCCN2CCN(Cc3ccccc3)CC2)o1,-6,-2,6,9,-4,5,-2,-0.8,-2.0
Cc1ccc(C(=O)NCc2ccccn2)cc1Cl,-11,-3,1,6,-5,9,-1,-5.0,-4.4
Cc1cc(C)n(-c2cc(N3CCN(S(=O)(=O)c4ccc(C)c(C)c4)CC3)ccc2[N+](=O)[O-])n1,2,-1,5,11,-6,-4,8,-1.9,-1.5
COC(=O)COc1ccc2c(=O)c(-c3ccccc3OC)coc2c1,-4,-2,-1,-7,-6,21,7,-0.8,-1.5
CC1CCN(S(=O)(=O)c2ccc(C(=O)OC(C)C(=O)N(C)C3CCCCC3)cc2)CC1 (stereo not given),x,5,4,-12,2,x,x,x,x
CC1CCCN(C(=O)C2CCN(c3nc(-c4ccccc4)nc4c3CCC4)CC2)C1 (stereo not given),-14,-7,4,-15,-2,4,-2,-1.9,-1.8

# Given as tab-separated lines: seven of the compounds above.
Compound	NS3 helicase inh	IDE cell activ	IDE inh	CRFBP-R2 block	GalR3 antag	UBC9 SUMO inh	pCIP destab	VIM-2 inhibitor	IMP-1 inhibitor
Clc1ccc(-c2nc(NCCCN3CCOCC3)c3ccccc3n2)cc1	-59	x	-10	-15	-7	-2	5	0.7	-2.6
Cc1ccccc1S(=O)(=O)Cc1ccc(C(=O)NCCN2CCN(Cc3ccccc3)CC2)o1	-6	-2	6	9	-4	5	-2	-0.8	-2.0
Cc1ccc(C(=O)NCc2ccccn2)cc1Cl	-11	-3	1	6	-5	9	-1	-5.0	-4.4
Cc1cc(C)n(-c2cc(N3CCN(S(=O)(=O)c4ccc(C)c(C)c4)CC3)ccc2[N+](=O)[O-])n1	2	-1	5	11	-6	-4	8	-1.9	-1.5
COC(=O)COc1ccc2c(=O)c(-c3ccccc3OC)coc2c1	-4	-2	-1	-7	-6	21	7	-0.8	-1.5
CC1CCN(S(=O)(=O)c2ccc(C(=O)OC(C)C(=O)N(C)C3CCCCC3)cc2)CC1 (stereo not given)	x	5	4	-12	2	x	x	x	x
CC1CCCN(C(=O)C2CCN(c3nc(-c4ccccc4)nc4c3CCC4)CC2)C1 (stereo not given)	-14	-7	4	-15	-2	4	-2	-1.9	-1.8

# Next part.
SMILES,NS3 helicase inh,IDE cell activ,IDE inh,CRFBP-R2 block,GalR3 antag,UBC9 SUMO inh,pCIP destab,VIM-2 inhibitor,IMP-1 inhibitor
CC(C)Cn1c(N)c(C(=O)COC(=O)c2ccccc2Cl)c(=O)n(C)c1=O,6,-7,7,-31,-3,-10,-7,-3.2,-3.1
Cc1cc(C)cc(N(C(=O)Cc2cccs2)C(C(=O)NC2CCCCC2)c2ccccn2)c1 (stereo not given),2,1,-3,-18,-4,-3,-3,-0.7,-0.3
Cc1cc(C(=O)NN)n[nH]1,13,3,5,-8,-4,4,1,-3.4,-4.1
O=[N+]([O-])c1ccccc1/C=C/C=N/n1c(-c2ccccc2F)n[nH]c1=S,9,1,-1,8,1,24,-2,13*,-1.8
COc1ccc(CCC(=O)NCCOc2ccc(C)cc2)cc1,22,4,0,3,-8,-10,-4,-0.2,0.1
O=C(COc1ccc2c3c(c(=O)oc2c1)CCC3)NCC(O)c1ccccc1 (stereo not given),-4,5,3,-7,3,4,-5,14*,-1.5
COc1cccc(CN(C)CC(=O)Nc2cc3oc4ccccc4c3cc2OC)c1,-12,3,-1,-60,-3,1,-17,-1.9,-3.5
CC12CC(NC(=O)N1c1cccc(C(=O)Nc3ncn[nH]3)c1)c1ccccc1O2 (stereo not given),-6,4,2,17,-2,30,-31,-3.0,-3.6
CC(NC(=O)c1ccccc1)c1nnc(SCC(=O)Nc2nnc(C3CC3)s2)n1C (stereo not given),x,5,1,14,-3,x,x,x,x

# The order is random; overall some 3.2% were active at least once.
